# TDP1 inh: blocks human tyrosyl-DNA phosphodiesterase 1 | Q9NUW8 | recombinant TDP1, AlphaScreen DNA substrate cleavage | Potency, µM (series often up to 130 µM), inactives show top-dose activity change, negative = inhibition, hits mostly inhibitors | 350,000 tested, 0.28% active | AID 485290; note: nearly all actives have a fitted effect of over 40% in size
#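 Recombinant human Tdp1 (E. coli-expressed, 1 nM final) preincubated with compounds 15 min at room temperature, then 5'-biotin/3'-phosphotyrosine-FITC DNA substrate (15 nM final) added for 5 min. AlphaScreen beads (10 ug/ml final) added 10 min; cleavage lowers signal.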
# KAT2A inh: GCN5L2 (KAT2A) acetyltransferase inhibition; Q92830; GCN5L2 HAT assay, ThioGlo1 CoA-SH fluorescence; Potency, µM (titrated, usually from 58.9 µM), for inactives: top-dose activity change, negative = inhibition, hits mostly inhibitors; 390,000 tested, 0.21% active; AID 504327
# Target sequence (Q92830 whole entry, looked up): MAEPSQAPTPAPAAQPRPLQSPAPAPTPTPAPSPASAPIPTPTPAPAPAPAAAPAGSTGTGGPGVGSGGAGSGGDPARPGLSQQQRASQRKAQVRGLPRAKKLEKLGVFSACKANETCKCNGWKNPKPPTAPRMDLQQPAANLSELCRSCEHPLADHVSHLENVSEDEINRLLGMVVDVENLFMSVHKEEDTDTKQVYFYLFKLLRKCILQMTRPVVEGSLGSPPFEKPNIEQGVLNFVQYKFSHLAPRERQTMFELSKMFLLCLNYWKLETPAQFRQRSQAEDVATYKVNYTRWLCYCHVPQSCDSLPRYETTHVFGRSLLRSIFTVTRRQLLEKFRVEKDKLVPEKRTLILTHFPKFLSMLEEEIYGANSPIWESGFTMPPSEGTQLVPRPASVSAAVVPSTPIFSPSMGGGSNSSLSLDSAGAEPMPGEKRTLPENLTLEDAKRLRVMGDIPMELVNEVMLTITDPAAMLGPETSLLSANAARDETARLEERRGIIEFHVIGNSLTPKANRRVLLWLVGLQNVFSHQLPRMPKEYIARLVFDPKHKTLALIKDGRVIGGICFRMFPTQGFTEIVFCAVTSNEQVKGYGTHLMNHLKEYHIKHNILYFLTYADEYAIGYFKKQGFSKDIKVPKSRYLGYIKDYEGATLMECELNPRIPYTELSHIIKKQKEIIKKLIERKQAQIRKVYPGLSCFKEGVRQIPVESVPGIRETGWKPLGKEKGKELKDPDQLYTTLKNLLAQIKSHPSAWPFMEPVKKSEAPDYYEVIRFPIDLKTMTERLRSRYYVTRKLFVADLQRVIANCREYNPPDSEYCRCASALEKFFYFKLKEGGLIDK
#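 GCN5L2 (20nM final) in 50mM HEPES, 0.1mM EDTA pH 7.5, 0.01% Tween-20 was preincubated 15 min at room temperature with compound, then given ThioGlo1 (50uM), H3(1-25) peptide (75uM) and acetyl-CoA (70uM); CoA-thiol fluorescence (Ex340/Em540) was read at 0 and 20 min.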
# TDP1 cell noCPT: qHTS for Inhibitors of human tyrosyl-DNA phosphodiesterase 1 (TDP1): qHTS in cells in absence of CPT. AID 686978, 2013. DT40 Tdp1-/- hTDP1 cells, no CPT, ATP luminescence, 48 h. 420,000 tested, 15% active. Potency, µM (doses to about 46.2 µM), without a hit: top-dose activity change, negative = growth inhibition, hits mostly inhibitors; note: nearly all actives have a fitted effect of over 55% in size
#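 Growth of hTDP1-complemented DT40 Tdp1-knockout cells is measured by ATP luminescence after at least 48 hr compound exposure at 37 °C, with DMSO substituting for the 20 nM CPT used in the parallel screen.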
# Numbers without * were called inactive; ? = inconclusive; . = no result given; & = joins results of further samples; [ ] = another dose, or the depositor's remark. Calls come from the whole dose curve; as a rule, active = well fitted curve in the direction sought with a large enough effect; inconclusive = small, poorly fitted or top-dose-only effect, or another doubt; inactive = no such curve, though single readings can be large; an effect the other way counts as inactive or inconclusive. % is set by controls: 0 for no effect and ±100 for the full control effect; potency is the fitted concentration of half-maximal effect. Only part of the results is shown, so the mix of outcomes need not match the whole.
SMILES,TDP1 inh,KAT2A inh,TDP1 cell noCPT
CCOC(=O)Cc1csc(SCC(=O)Nc2cc(C)ccc2OC)n1,-5%,-17%,?
O=C(CSc1ncc(S(=O)(=O)c2ccc(Br)cc2)c(=O)[nH]1)NCc1ccccc1Cl,5%,-3%,7%
COc1cc(/C=N/NC(=O)COc2ccc(-n3cnnn3)cc2)ccc1OCC(N)=O,-8%,-6%,-9%
CCOc1ccc(NC(=O)N2CCC(CN3CCCCCC3)CC2)cc1,5%,-3%,?
Cc1c(Cl)cccc1NC(=O)Cn1nnc(C(=O)NCc2cccs2)c1N,2%,-9%,1.6µM*
CCCNC(=O)C(Cc1cccc(C#N)c1)NC(=O)c1ccc(C#N)cc1 (centres undefined),0%,3%,-17%
COc1ccc(N2CCN(C(=O)CCCn3c(=S)[nH]c4cc5c(cc4c3=O)OCO5)CC2)cc1,4%,-1%,-6%
CCOc1ccc(CN(C)C(=O)CCN2C(=O)c3ccccc3C2=O)cc1OC,0%,-2%,-6%
Cc1cc(C)nc(N/N=C/C2=C(O)CC(c3ccc(F)cc3)CC2=O)n1 (centres undefined),0%,-3%,9.2µM*
CCNc1nc(C)c(CN(C(C)=O)c2ccccc2)nc1C#N,-3%,-10%,-6%
CC[C@@H]1C(c2ccc(F)cc2)=NN(c2ccccc2)[C@H]1C(=O)N1CCOC1=O,-6%[56.1 µM],?,-9%
CC(=O)Nc1ccc(OCCOc2ccc(/C=C3\C(=N)N4N=C(C(C)C)SC4=NC3=O)cc2)cc1,.,-3%,0%
O=C(CCCC(=O)N(CC(=O)NC1CCCCC1)Cc1ccccc1)Nc1ccccn1,0%,-1%,-22%
Cc1cccc(N(CC(=O)NC(C)C)C(=O)c2ccc(N3CCCC3)nc2)c1,0%,-4%,-11%
ONC(=Nc1ccc(Cl)cc1)c1ccc(Cl)cc1,9%,-1%,-21%
Cc1cc(C)c(S(=O)(=O)Nc2ccc(O)c(Sc3ncn[nH]3)c2)cc1C,.,-13%,?
Cc1cc(-c2ccc(C(C)C)c(S(=O)(=O)N3CCOc4ccccc43)c2)on1,2%,-10%,18µM*
CCC(=O)N1CCc2cc(Br)cc(S(=O)(=O)N3CCCC(C(=O)NC(C)(C)C)C3)c21 (centres undefined),3%,-3%,?
Cc1ccc(S(=O)(=O)N(C)C)cc1NC(=O)c1c(-c2c(F)cccc2Cl)noc1C,3%,-4%,-22%
CCc1ccc(NC(=O)CN2CCCN(Cc3cccc(Cl)c3)S2(=O)=O)cc1,0%,-1%,-21%
O=C(OCC(=O)N1CCc2ccccc2C1)c1cccc([N+](=O)[O-])c1,5%,-11%,-27%
Cc1ccc(NC(=O)CN2C(=O)NC3(CCCc4ccccc43)C2=O)cc1S(=O)(=O)N1CCOCC1 (centres undefined),-3%,-13%,?
COc1ccc(OC)c(S(=O)(=O)NCC(c2ccco2)S(=O)(=O)c2ccccc2)c1 (centres undefined),-5%[0.505 µM],-7%&3%,-8%&-15%
CCCCN(C)C(=O)CCCCn1c(=O)[nH]c2cc(OCC)c(OCC)cc2c1=O,5%,-8%,?
COc1ccc(CC(=O)NC(C)c2nnc(SCC(=O)Nc3ccccc3F)n2C)cc1 (centres undefined),-5%,-8%,1%

# More records:
SMILES,TDP1 inh,KAT2A inh,TDP1 cell noCPT
CN1OC(COC(=O)c2ccccc2)CC1c1ccccc1 (centres undefined),-1%,-3%,-2%
COC(=O)c1c(NC(=O)c2nc3ccccc3s2)sc2c1CCN(C(C)=O)C2,1%,-10%,6.5µM*
CCN(CC)N=Nc1[nH]nc2nc(C)cc(C)c12,8%,-5%,?
COc1ccc(C(c2c(NC(=O)c3ccco3)sc(C)c2C)N2CCOCC2)cc1 (centres undefined),5%,-6%,?
COc1cccc(CC(NC(C)=O)C(=O)NC2CCN(c3nnnn3-c3ccccc3)CC2)c1OC (centres undefined),-1%,-6%,4%
CC(=O)N(C)c1nnc(-c2cnccn2)s1,2%,-3%,10%
N#CCCN(CCC#N)S(=O)(=O)c1ccc(C(=O)Nc2nnc(C3=COCCO3)o2)cc1,2%,-3%,7%
CCOc1ccc(N(CC(=O)Nc2ccc(C)c(C)c2)S(=O)(=O)c2c(C)noc2C)cc1,5%,-13%,10µM*
CCc1c(C)c(C#N)c2nc3ccccc3n2c1Nc1cccc(C(F)(F)F)c1,1%,-9%,16µM*
CCCCN(C(=S)Nc1ccccc1)C1CCS(=O)(=O)C1 (centres undefined),-6%,-6%,-4%
ClC(Cl)c1nnc(-c2ccccc2)c(-c2c[nH]c3ccccc23)n1,3%,-4%,?
COc1ccc(C(=O)c2cn[nH]c2-c2ccc(C)cc2O)cc1,.,?,?
Cc1ccc(Cl)cc1N1CCN(C(=O)c2c(C)oc3ncnc(N4CCOCC4)c23)CC1,3%,2%,?
CCSc1nc2c([nH]c3ccccc32)c(=O)n1-c1ccc(OC)cc1,5%,-3%,-22%
Cc1cc(C(F)(F)F)nc(SCC(=O)Nc2cc(C)on2)n1,4%,0%,-29%
O=C(COc1ccc2ccccc2c1CN1CCOCC1)N1CCc2ccccc21,6%,-3%,?
COc1ccc2c(c1)cc1c(=O)n(CC(=O)NCCCN3CCOCC3)nc(C)n12,-1%,-2%,-19%
COc1ccc(/C=C/C(=O)NCc2cn(C)nc2C)cc1COc1ccc(Cl)cc1Br,0%,0%,?
O=C(Cc1ccc(S(=O)(=O)N2CCOCC2)s1)NC1CCCCC1,.,-14%,3%
CCC(CC)C1C(C#N)=C(N)SC(N)=C1C#N,3%,-2%,-20%
CC1(C)OC(=O)C(=NNc2ccc(O)cc2)C(=O)O1,-5%,-9%,-19%
O=C(c1cccnc1)N1CCC(Oc2ccc(C(=O)N3CCCCO3)cc2)CC1,0%,-5%,?
O=C(O)CSc1nccn1-c1cccc(Cl)c1,-2%,-5%[0.501 µM],-25%
CN1CCN(C(=O)CCc2nnc3ccc(N4CCC5(CC4)OCCO5)nn23)CC1,3%,-2%,-6%
COCCN1CC(CNC(=O)c2cc(COc3ccccc3SC)on2)CC1=O (centres undefined),4%,-3%,?

# Later entries.
SMILES,TDP1 inh,KAT2A inh,TDP1 cell noCPT
CCc1ccc(C(=O)Cn2cnc3cc([N+](=O)[O-])ccc3c2=O)cc1,.,-8%,1%
Cc1onc(C(=O)Nc2sc3c(c2C(N)=O)CCCC3)c1[N+](=O)[O-],.,-14%,?
C/C(=C\c1ccccc1)CN1CCN(Cc2ccc(C)o2)C(CCO)C1 (centres undefined),3%,-2%,-1%
O=c1c2ccccc2oc2cc(-c3ccc(CN4CCOCC4)cc3)ccc12,3%,-2%,16µM*
COc1ccc(S(=O)(=O)n2nc(OC(=O)C3CCCCC3)cc2N)cc1,8%,-9%,-13%
COc1cc(/C=C(\NC(=O)c2ccccc2)C(=O)Nc2nccs2)ccc1OC(C)=O,.,-14%,-17%
Cc1c2cnn(-c3ccccc3)c(=O)c2c(C)n1CC(=O)NCc1ccc(Cl)cc1,3%,-3%,-19%
COc1ccc(CCN2CC(C(=O)Nc3cccc(C(C)=O)c3)CC2=O)cc1OC (centres undefined),-8%,-4%,-22%
Cc1cccc(NS(=O)(=O)c2ccc(C(=O)N3CCCCCC3)cc2)c1C,1%,0%,23µM*
CCOc1ccc(C(=O)Nc2ccc(-c3nc4cc(C(C)C)ccc4o3)cc2)cc1Cl,-4%[12.3 µM],-12%,?
CC(C)CNC(=S)NC(=O)c1ccc(F)cc1,1%,0%,?
O=C(CCN1C(=O)c2ccncc2C1=O)Nc1cc(F)ccc1F,3%,-2%,3%
CCOc1ccc(-n2c(C)nc3cc(C(=O)NCCN4CCOCC4)ccc32)cc1,3%,-5%,2%
COc1ccc(N2CCN(C(=O)c3ccc4nc(N5CCCCC5)sc4c3)CC2)cc1,8%,3%,-20%
CC(C)NC(=O)C1CC(=O)N(C(C)c2ccccc2)C1 (centres undefined),6%,-10%,-3%
CN(C)CCCN(C(=O)c1ccc(S(=O)(=O)N2CCCc3ccccc32)cc1)c1nc2ccc(F)cc2s1,12%,-2%,.
COC(=O)/C(=C\c1c(OC)cc(OC)cc1OC)C(=O)c1ccc2c(c1)OCO2,10%,.,-16%
O=C(Cc1ccc(F)cc1)Nc1cccc(-c2ccc3nncn3n2)c1,-2%,1%,?
O=C(Nc1cccn(Cc2c(Cl)cccc2Cl)c1=O)C1CC1,0%,-12%,?
Cc1ccc(C)c(-c2nnc(NC(=O)c3ccc4c(c3)OCCO4)o2)c1,8%,2%,8.2µM*
N=C(N)SCP(=O)(c1ccccc1)c1ccccc1,4%,-2%,18µM*
COc1ccc([N+](=O)[O-])cc1NC(=S)NC(NC(=O)Cc1ccc(OC)c(OC)c1)C(Cl)(Cl)Cl (centres undefined),8%,-4%,?
CC(C)(C)OC(=O)N1CCC(NC(=O)c2nc[nH]c2C(=O)N2CCc3ccccc3C2)CC1,3%,0%,-11%
CC(C)(C)n1ncc2c(=O)n(CC(=O)NCc3ccccc3Cl)cnc21,3%,?,-12%
COc1ccc2[nH]c(C(=O)N/N=C/c3ccc(O)cc3O)cc2c1,.,-3%,3.7µM*

# Another view of 7 compounds above:
SMILES	TDP1 inh	KAT2A inh	TDP1 cell noCPT
COc1ccc(S(=O)(=O)n2nc(OC(=O)C3CCCCC3)cc2N)cc1	8%	-9%	-13%
COc1cc(/C=C(\NC(=O)c2ccccc2)C(=O)Nc2nccs2)ccc1OC(C)=O	.	-14%	-17%
Cc1c2cnn(-c3ccccc3)c(=O)c2c(C)n1CC(=O)NCc1ccc(Cl)cc1	3%	-3%	-19%
COc1ccc(CCN2CC(C(=O)Nc3cccc(C(C)=O)c3)CC2=O)cc1OC (centres undefined)	-8%	-4%	-22%
Cc1cccc(NS(=O)(=O)c2ccc(C(=O)N3CCCCCC3)cc2)c1C	1%	0%	23µM*
CCOc1ccc(C(=O)Nc2ccc(-c3nc4cc(C(C)C)ccc4o3)cc2)cc1Cl	-4%[12.3 µM]	-12%	?
CC(C)CNC(=S)NC(=O)c1ccc(F)cc1	1%	0%	?

# Later entries.
SMILES,TDP1 inh,KAT2A inh,TDP1 cell noCPT
Cc1ccc(S(=O)(=O)N/N=C/c2cc(Br)c(C)o2)cc1,-1%,0%,?
COc1cc(OC)cc(C(=O)N2CCC(n3c(C)nc4cc(F)ccc43)CC2)c1,2%,-1%,?
CCCn1c(N)c(C(=O)CN(C)CC(=O)Nc2ccc(F)cc2)c(=O)[nH]c1=O,1%,-8%,-1%
O=C(Cc1cccs1)N(Cc1ccco1)C1(C(=O)NC2CCCCC2)CCCCC1,5%,-7%,18µM*
COc1cccc(NC(=O)NCCc2ccc(Cl)cc2)c1,0%,0%,-12%
Cc1ccc(-c2nnc(SCC(=O)NNC(=O)COc3ccccc3C)n2C)cc1,1%,-3%,-8%
O=C(Cn1c(=O)[nH]c2ccccc2c1=O)N1CCN(Cc2ccc3c(c2)OCO3)CC1,0%,-5%,?
Cc1ccccc1NC(=O)CSc1nnc(-c2ccccn2)o1,1%,0%,-2%
CC(=O)Nc1ccc(C2(O)COc3ccccc3O2)cc1 (centres undefined),0%,-3%,-19%
Cc1ccc(CNC(=O)COc2ccc(S(=O)(=O)NC(C)C)cc2)cc1,3%,-9%,-11%
O=C(CCOc1ccccc1)Nc1ccc(Cl)c(S(=O)(=O)N2CCOCC2)c1,-2%,-3%,?
Cc1ccc(-c2nc(NCc3ccco3)n(C(=O)c3ccco3)n2)cc1,8%,-5%,1%
Cc1ccc(NC(=O)CCN2CCN(C/C=C/c3ccccc3)CC2)cc1,5%,-4%,?
COc1ccc(CC(C)NS(=O)(=O)c2ccc3c(c2)CCN3S(C)(=O)=O)cc1OC (centres undefined),0%&-2%,-18%&-1%,-7%
COc1ccc(-c2cn(CCO)c(CCN)n2)cc1,1%,-2%,-23%
COCCN(CC1CCCN(C2Cc3ccccc3C2)C1)C(=O)CSC (centres undefined),.,-3%,-1%
Cc1c(Cl)cccc1-c1ccc(CNc2ccc3[nH]c(=O)[nH]c3c2)o1,8%,0%,?
CC(=O)N1CCc2cc(S(=O)(=O)NC(CC(C)C)C(=O)NCCc3cccc(C)c3)ccc21 (centres undefined),0%,-5%,-7%
Cc1cc(C(F)(F)F)nc(SCCN2CCCCC2)c1C#N,4%,1%,-9%

# Complete entries, quoted from the list. Order of screens: TDP1 inh | KAT2A inh | TDP1 cell noCPT
# O=C(OCC(=O)N1CCc2ccccc2C1)c1cccc([N+](=O)[O-])c1 in the list: 5% | -11% | -27%
# O=C(Cc1cccs1)N(Cc1ccco1)C1(C(=O)NC2CCCCC2)CCCCC1 in the list: 5% | -7% | 18µM*
# COc1cc(/C=C(\NC(=O)c2ccccc2)C(=O)Nc2nccs2)ccc1OC(C)=O in the list: . | -14% | -17%

# Screening data deposited in PubChem BioAssay by National Center for Advancing Translational Sciences (NCATS).
